TrxR1 substrate: rat thioredoxin reductase 1 substrate activity; purified TrxR1 substrate turnover, NADPH consumption readout; Potency, µM (doses to about 114 µM), inactives show at the top dose activity change, negative = substrate turnover; 390,000 tested, 0.01% active; AID 588456; note: potency is the fitted concentration of half-maximal effect; % is set by controls: 0 for no effect and ±100 for the full control effect; nearly all actives have a fitted effect of over 50% in size
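Rat TrxR1, dispensed at 90 nM, was prereduced with 400 uM NADPH (final) for 5 min at ~22 deg C, then incubated with compound 15 min before 400 uM selenite. A first-read NADPH fluorescence drop versus no-compound background flagged substrates.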
GLS inh: glutaminase GLS (human) inhibition; O94925; AID 624170; Potency, µM (top dose mostly 45.5 µM), inactives show at the top dose activity change, negative = inhibition, actives largely listed as inhibitors; GLS enzymatic activity, qHTS titration; 410,000 tested, 0.21% active; note: potency is the fitted concentration of half-maximal effect; % is set by controls: 0 for no effect and ±100 for the full control effect
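Two-point fluorescence kinetic (t0, 30 min RT) for hKGA; glutamate detected via glutamate oxidase–HRP–Amplex Red. Substrate: 1 mM L-glutamine solution; buffer 45 mM KH2PO4, pH 8.2.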
Pin1 inh: blocks the human prolyl isomerase Pin1; Potency, µM (titrated, usually from 115 µM), for the others: at the top dose activity, negative = inhibition, hits mostly inhibitors; AID 504891; Pin1 FP peptide displacement, HiFluor488, 10 min; 390,000 tested, 0.009% active; Q13526; active = well fitted inhibition curve with a large enough effect in the polarisation, with a control signal flat, not every such curve was filed as active; inconclusive = small, poorly fitted or top-dose-only effect, or effect the other way, or a change in a side signal; inactive = no such curve, though single readings can be large or run the other way; the % refers to the polarisation; note: potency is the fitted concentration of half-maximal effect; % is set by controls: 0 for no effect and ±100 for the full control effect
Target sequence (Q13526 whole entry, looked up): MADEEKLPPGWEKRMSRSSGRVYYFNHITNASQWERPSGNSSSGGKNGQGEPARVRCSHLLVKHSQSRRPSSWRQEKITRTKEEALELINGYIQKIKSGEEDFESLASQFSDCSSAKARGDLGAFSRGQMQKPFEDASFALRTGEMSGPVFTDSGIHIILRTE
USP1 inh: blocks the human USP1/UAF1 deubiquitinase complex. O94782. recombinant USP1/UAF1, Ub-Rhodamine cleavage fluorescence. Potency, µM (doses to about 57.1 µM), inactives show top-dose activity change, negative = inhibition, most hits filed as inhibitors. 390,000 tested, 0.23% active. AID 743255; note: potency is the fitted concentration of half-maximal effect; % is set by controls: 0 for no effect and ±100 for the full control effect; nearly all actives have a fitted effect of over 60% in size; inactives centre near -12
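1 nM enzyme complex + cpd, 15 min RT; start with Ub-Rho 150nM final; kinetic fluorescence ex 480/em 540, 6 reads q60 s. Buffer 50mM HEPES pH 7.8, 0.5mM EDTA, 0.1 mg/ml BSA, 1mM TCEP, 0.01% Tween-20.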
HP1b chromo inh: HP1-beta chromodomain-methylated histone interaction inhibition. P83916. AID 540317. 390,000 tested, 0.56% active. Potency, µM (highest dose often 114 µM), for inactives: at the highest dose activity change, negative = inhibition, most hits filed as inhibitors. AlphaScreen HP1-beta / biotin-H3K9me3 peptide binding; note: potency is the fitted concentration of half-maximal effect; nearly all actives have a fitted effect of over 70% in size; inactives centre near 23
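Compound inhibition of the preformed complex between 50 nM HP1-beta and 50 nM biotinylated H3K9me3 peptide was read by AlphaScreen. Buffer was PBS pH 7.4 with 0.01% Tween-20. Incubations ran 30 min at room temperature, with 10 ug/mL donor/acceptor beads.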
PI4K2A block: PI4K2A (human) kinase inhibition; Q9BTU6; purified PI4K2A, ADP-Glo luminescence, 1 h; hits give low values; activity change, negative = inhibition, % at 76.9 µM; 420,000 tested, 0.13% active; AID 1346378; in the data active = activity change below about -50%; inconclusive = mostly about -30% to -49%;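 note: -100% = wells without enzyme as full effect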
Target sequence (Q9BTU6 whole entry, looked up): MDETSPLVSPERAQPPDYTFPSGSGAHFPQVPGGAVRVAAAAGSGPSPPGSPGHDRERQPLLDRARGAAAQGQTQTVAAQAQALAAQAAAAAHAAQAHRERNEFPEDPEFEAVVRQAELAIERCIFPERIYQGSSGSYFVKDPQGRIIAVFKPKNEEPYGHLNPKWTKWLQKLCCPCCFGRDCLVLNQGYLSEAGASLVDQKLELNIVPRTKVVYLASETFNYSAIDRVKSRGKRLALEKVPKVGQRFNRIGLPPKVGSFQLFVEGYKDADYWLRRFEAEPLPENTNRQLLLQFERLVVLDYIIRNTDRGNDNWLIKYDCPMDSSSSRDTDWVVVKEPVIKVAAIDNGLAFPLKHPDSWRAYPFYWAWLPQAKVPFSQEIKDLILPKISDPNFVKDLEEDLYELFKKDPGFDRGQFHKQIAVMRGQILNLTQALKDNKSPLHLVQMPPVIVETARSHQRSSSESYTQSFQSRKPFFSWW
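PI4K2A activity was measured by ADP-Glo luminescence: enzyme (4 ug/mL stock) and phosphatidylinositol (1.2 mM stock) in Tris pH 7.5/MgCl2/EGTA/Triton X-100 buffer were reacted with ATP (300 microM stock) for one hour at ambient temperature.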
TrxR1 inh: blocks rat thioredoxin reductase 1. O89049. recombinant rTrxR1, NADPH fluorescence consumption, selenite substrate. Potency, µM (doses to about 114 µM), for inactives: at the highest dose activity change, negative = inhibition, usual class: inhibitors. 390,000 tested, 1% active. AID 588453; note: potency is the fitted concentration of half-maximal effect; % is set by controls: 0 for no effect and ±100 for the full control effect; nearly all actives have a fitted effect of over 65% in size
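Rat TrxR1 (90 nM in the dispensed reagent) was pre-reduced with 400 uM NADPH for 5 min at room temperature, then incubated with compound for 15 min. After 400 uM selenite was added, NADPH fluorescence (Ex 340/Em 450 nm) was followed for 8 min.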
PGK inhibitor: blocks T. brucei phosphoglycerate kinase. Potency, µM (highest dose often 57.5 µM), without a hit: top-dose activity change, negative = inhibition, usual class: inhibitors. AID 602233. PGK/GAPDH coupled, Kinase-Glo luminescence, 60 min. 380,000 tested, 0.043% active; note: potency is the fitted concentration of half-maximal effect; % is set by controls: 0 for no effect and ±100 for the full control effect; nearly all actives have a fitted effect of over 60% in size
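Recombinant glycosomal PGK reaction used 1,3-bisphosphoglycerate generated in-well by GAPDH (100nM final) in 100mM TEA pH 7.6, 5mM MgCl2, 0.01% Tween-20. After 60 minutes at room temperature, ATP was read by Kinase-Glo Plus luminescence end-point.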
mIDH1 inhibitor: inhibitors of human mutant IDH1 R132H; O75874; Potency, µM (series often up to 76.6 µM), without a hit: at the top dose activity change, negative = inhibition, hits mostly inhibitors; AID 602179; 390,000 tested, 0.093% active; IDH1-R132H enzyme, NADPH consumption, diaphorase/resazurin fluorescence; note: potency is the fitted concentration of half-maximal effect; % is set by controls: 0 for no effect and ±100 for the full control effect; nearly all actives have a fitted effect of over 65% in size
Target sequence (O75874 whole entry R132H, stated change not applied): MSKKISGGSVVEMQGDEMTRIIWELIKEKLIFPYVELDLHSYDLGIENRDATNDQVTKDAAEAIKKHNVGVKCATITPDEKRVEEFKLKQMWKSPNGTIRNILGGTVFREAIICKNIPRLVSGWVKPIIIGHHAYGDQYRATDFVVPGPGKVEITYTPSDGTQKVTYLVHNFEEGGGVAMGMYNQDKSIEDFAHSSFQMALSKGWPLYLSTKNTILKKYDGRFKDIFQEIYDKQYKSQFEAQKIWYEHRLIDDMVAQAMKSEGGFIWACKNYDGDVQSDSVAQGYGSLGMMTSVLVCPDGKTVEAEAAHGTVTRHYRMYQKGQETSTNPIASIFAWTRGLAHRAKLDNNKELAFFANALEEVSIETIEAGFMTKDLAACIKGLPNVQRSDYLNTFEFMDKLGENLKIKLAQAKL
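IDH1-R132H (0.5 ug/mL dispensed) in pH 7.5 Tris buffer was preincubated 30 min with compound, then given a substrate mix of 0.016 mM NADPH and 2 mM alpha-KG for 80 min at room temperature; remaining NADPH was read by diaphorase/resazurin fluorescence.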
* hit, by the source's call; i = inactive; ? = inconclusive; nt = not tested or not shown; [ ] = another dose, or the depositor's remark. Unless noted, calls come from the whole dose curve; as a rule, active = well fitted curve in the direction sought with a large enough effect; inconclusive = small, poorly fitted or top-dose-only effect, or another doubt; inactive = no such curve, though single readings can be large; an effect the other way counts as inactive or inconclusive. These rows are one share of the data. The share of hits here may be higher or lower than overall.

item	Structure	TrxR1 substrate	PGK inhibitor	GLS inh	mIDH1 inhibitor	PI4K2A block
1	O=C(NC(=S)Nc1ccccc1O)c1cccnc1	13%	-5%	7%	5%	-3
2	O=C(N1CCOCC1)N1CCN(S(=O)(=O)c2cccc([N+](=O)[O-])c2)CC1	-3%	9%	1%	-13%	1
3	COc1ccc(S(=O)(=O)NCC2CCCN(C(=O)CN3CCCCC3)C2)cc1 (centres undefined)	-1%	9%	1%	2%	-2
4	COc1ccc(C2(c3ccc(OC)cc3)NC(=O)N(CC(=O)Nc3ccc(C(=O)N(C)C)cc3)C2=O)cc1	-9%	-1%	-1%	-3%	1
5	Fc1ccc2cnc(-c3ccccc3)c(-c3cccc(C(F)(F)F)c3)c2c1	-9%	3%	-6%	4%	-6
6	CCOC(=O)CCCNC(=O)CCNC(=O)c1ccc(OC)cc1	10%	nt	14%	-2%	-4
7	CC(=O)c1cccc(CN2CCC(C(=O)Nc3cccc(-c4ccn[nH]4)c3)CC2)c1	3%	-9%	7%	4%	-9
8	CCOc1cccc(C(=O)N(Cc2ccc(F)cc2)Cc2ccco2)c1	-9%	13%	-10%	6%	4
9	CCSc1nnc(NC(=O)COc2ccc(Cl)cc2)s1	2%	8%	3%	-7%	-3
10	O=C(Nc1cccnc1)c1cc2cc(Br)ccc2o1	2%	-17%	-6%	-3%	2
11	O=C(Cn1nnc(-c2ccccc2)n1)NCC(=O)Nc1ccc(F)c(F)c1F	6%	16%	-2%	-2%	1
12	Cc1ccc2occ(/C=N/NC(=O)[C@@H](N)Cc3ccccc3)c(=O)c2c1	1%[57.1 µM]	-6%	15%	1%	-2

item	Pin1 inh	HP1b chromo inh	TrxR1 inh	USP1 inh
1	-10%	14%	20%	-19%
2	-11%	48%[activator]	2%	-2%
3	7%	41%[activator]	10%	-1%
4	2%	-7%	-3%	-5%
5	?	54%[activator]	-7%	-22%
6	2%	15%	11%	-10%
7	3%	15%	15%	-4%
8	-4%	35%[activator]	7%	-3%
9	3%	42%[activator]	21%	-12%
10	2%	25%	37%[11.4 µM]	-21%
11	8%	48%[activator]	5%	-2%
12	6%	21%	15%[57.1 µM]	-5%

Random excerpt: four entries already listed
item	Structure	TrxR1 substrate	PGK inhibitor	GLS inh	mIDH1 inhibitor	PI4K2A block
9	CCSc1nnc(NC(=O)COc2ccc(Cl)cc2)s1	2%	8%	3%	-7%	-3
2	O=C(N1CCOCC1)N1CCN(S(=O)(=O)c2cccc([N+](=O)[O-])c2)CC1	-3%	9%	1%	-13%	1
11	O=C(Cn1nnc(-c2ccccc2)n1)NCC(=O)Nc1ccc(F)c(F)c1F	6%	16%	-2%	-2%	1
12	Cc1ccc2occ(/C=N/NC(=O)[C@@H](N)Cc3ccccc3)c(=O)c2c1	1%[57.1 µM]	-6%	15%	1%	-2

item	Pin1 inh	HP1b chromo inh	TrxR1 inh	USP1 inh
9	3%	42%[activator]	21%	-12%
2	-11%	48%[activator]	2%	-2%
11	8%	48%[activator]	5%	-2%
12	6%	21%	15%[57.1 µM]	-5%

Carrying on.
item	Structure	TrxR1 substrate	PGK inhibitor	GLS inh	mIDH1 inhibitor	PI4K2A block
13	O=C(COC(=O)/C=C/c1ccccc1Cl)NC1CCCC1	1%	-3%	0%	-5%	1
14	COc1ccc(NC(=O)C(OC(=O)c2cnc(C)cn2)c2ccccc2)cc1Cl (centres undefined)	-6%	-6%	7%	5%	-6
15	CCn1c(SCC(=O)Nc2cc(S(=O)(=O)N3CCOCC3)ccc2OC)nnc1-c1ccncc1	0%[57.1 µM]	-9%	1%	14%	-3
16	O=C(NCC(=O)N(c1ccccc1)C(C(=O)NC1CCCC1)c1cccnc1)c1cccs1 (centres undefined)	13%	-9%	18%	2%	1
17	COc1ccc(CCNC(=O)CNS(=O)(=O)c2ccc(Br)s2)cc1OC	7%	-5%	3%	11%	-2
18	CC(=O)Nc1ccc(NS(=O)(=O)c2ccc(OC(C)C(=O)N3CCOCC3)cc2)cc1 (centres undefined)	-2%	6%	2%	7%	1
19	COc1cc2ccccc2cc1C(=O)N1CC(C)OC(C)C1 (centres undefined)	-4%	0%	-10%	0%	-6
20	COc1ccc(C2CC(=O)Oc3ccc(C(C)(C)C)cc32)cc1 (centres undefined)	-7%[57.1 µM]	-2%	8%	-2%	-1
21	CCc1noc(C)c1C(=O)OCC(=O)N(C)c1c(N)n(Cc2ccccc2)c(=O)[nH]c1=O	6%	-8%	2%	2%	-3
22	CCCC1Oc2ccccc2C(=O)N(CC(=O)c2ccc3c(c2)OCCO3)C1=O (centres undefined)	-1%	i	0%	-5%	-1
23	Cc1[nH]c2ccccc2c1C(=O)C(=O)N(C)C1CCCCC1	-5%	-9%	5%	-5%	-4
24	CCOc1cc(/C=C2\SC(N)=NC2=O)ccc1O	-6%	2%	-19%	0%	-2

item	Pin1 inh	HP1b chromo inh	TrxR1 inh	USP1 inh
13	0%	34%	19%	0%
14	-2%	-4%	12%	-5%
15	-1%	23%	26%[0.0914 µM]	-24%
16	-14%	7%	30%	1%
17	-3%	15%	11%	5%
18	6%	13%	-4%	-10%
19	8%	24%	-5%	-21%
20	1%	73%[activator]	-9%[57.1 µM]	2%
21	-2%	12%	11%	-14%
22	67%[activator]	17%	24%	-30%
23	-9%	17%	10%	-10%
24	50%[activator]	23%	-18%	6%

(continued)
item	Structure	TrxR1 substrate	PGK inhibitor	GLS inh	mIDH1 inhibitor	PI4K2A block
25	CSc1ccc(/C=C/C(=O)OCC(=O)NC2CCCC2)cc1	nt	i	-1%	3%	-3
26	CCOC(=O)C(CCCOc1ccc(C(C)CC)cc1)C(=O)OCC (centres undefined)	-5%	-2%	-27%	7%	-6
27	CCC(CC)C(=O)Nc1cccc(/C(C)=N\NC(=O)c2ccc(C)s2)c1	0%	8%	24%	-3%	4
28	Cc1[nH]c2c(Cl)cccc2c1CCNC(=O)C1CCCCC1C(=O)OCC(F)(F)F (centres undefined)	-23%[57.1 µM]	-9%	-3%	1%	-2
29	Cc1cc(C)n(Cc2ccc(C(=O)N/N=C/c3ccc(-c4ccc([N+](=O)[O-])cc4)o3)o2)n1	8%[57.1 µM]	?	6%	3%	-9
30	N#CC1=C(N)OC2=C(C(=O)CCC2)C1c1ccccc1 (centres undefined)	-7%	i	-1%	4%	1
31	CCOC(=O)c1ccc(S(=O)(=O)N2CCC(C(=O)Nc3nnc(C)o3)CC2)cc1	-12%	i	8%	3%	5
32	Cc1ccc(S(=O)(=O)Nc2ccc(OCC(=O)N3CCOCC3)cc2)c(C)c1NS(C)(=O)=O	-4%	-7%	8%	5%	-7
33	N#CCSc1nc2ccccc2c(=O)n1CCCC(=O)NCc1ccco1	8%[57.1 µM]	-1%	4%	18%	2
34	CN1CCC(N(C)C(=O)c2cc(-c3ccc(F)cc3)nc3ccccc23)CC1	4%[57.1 µM]	-3%	10%	-5%	1
35	O=C(CCn1nc(-c2ccc(Cl)cc2)c2ccccc2c1=O)NN1CCOCC1	5%[57.1 µM]	0%	3%	-6%	-2
36	C[C@@H]1CN(S(=O)C(C)(C)C)[C@H](CCO)/C1=C\c1ccccc1 (some centres undefined)	-2%	-8%	1%	-5%[38.3 µM]	-4

item	Pin1 inh	HP1b chromo inh	TrxR1 inh	USP1 inh
25	nt	nt	nt	-22%
26	3%	178%[activator]	5%	-16%
27	-4%	19%	2%	-10%
28	1%	2%	4%[57.1 µM]	-25%
29	?	?	11%[57.1 µM]	?
30	-2%	14%	7%	-8%
31	0%	21%	-10%	-1%
32	-2%	26%	?	-6%
33	-2%	16%	6%[57.1 µM]	?
34	-2%	2%	1%[57.1 µM]	2%
35	4%	1%	-10%[57.1 µM]	4%
36	1%	29%	3%	-27%

Additional records follow:
item	Structure	TrxR1 substrate	PGK inhibitor	GLS inh	mIDH1 inhibitor	PI4K2A block
37	COc1cc(NS(=O)(=O)c2ccc3c(c2)CC(C)N3C(=O)C2CCC2)cc(OC)c1OC (centres undefined)	-6%	nt	nt	nt	nt
38	Cc1ccn2c(C(=O)N/N=C/c3ccc(Cl)cc3)c(C)nc2c1	40%[activator]	-4%	-1%	-7%	-2
39	Cc1cccc(N=NC(=S)NNc2cccc(C)c2)c1	3%	-8%	12%	1%	-7
40	CC(C)NC(=O)C(=O)NNC(=O)C12CC3CC(CC(C3)C1)C2	-11%	-3%	-1%	0%	-4
41	COc1ccc(NC(=O)CCCc2nnc3n(CCC(C)C)c(=O)c4sccc4n23)cc1Cl	-3%	i	-10%	-7%	0
42	COC(=O)[C@]1(C)N[C@H](c2ccc(-c3ccc(Cl)c(Cl)c3)c(OC)c2)[C@@H]2C(=O)N(C)C(=O)[C@@H]21	30%	i	-5%	4%	-3
43	C/C(=N\NC(=O)c1ccc(CN2CCc3ccccc3C2)cc1)c1ccccc1O	0%[57.1 µM]	-6%	0%	9%	7

item	Pin1 inh	HP1b chromo inh	TrxR1 inh	USP1 inh
37	5%	14%	3%	nt
38	-10%	27%	29%	-19%
39	-2%	45µM*	-17%	-21%
40	-8%	43%[activator]	12%[57.1 µM]	-4%
41	-3%	12%	-3%	17%
42	24%	-4%	32%	-17%
43	36%[activator]	25%	9%[57.1 µM]	-20%

Screens (PubChem BioAssay)
